MITF inh – MITF inhibitors, primary screen, biochemical, AlphaScreen, human; Microphthalmia-associated transcription factor (Homo sapiens), O75030; AlphaScreen MITF homodimerization, bead proximity signal; inhibition, % at 2.6 µM; 650,000 compounds, 0.91% hits; AID 1259374, 2018; in the data active means inhibition above about 50%;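 further: 0% = vehicle wells with protein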
Target sequence (O75030 whole entry, looked up): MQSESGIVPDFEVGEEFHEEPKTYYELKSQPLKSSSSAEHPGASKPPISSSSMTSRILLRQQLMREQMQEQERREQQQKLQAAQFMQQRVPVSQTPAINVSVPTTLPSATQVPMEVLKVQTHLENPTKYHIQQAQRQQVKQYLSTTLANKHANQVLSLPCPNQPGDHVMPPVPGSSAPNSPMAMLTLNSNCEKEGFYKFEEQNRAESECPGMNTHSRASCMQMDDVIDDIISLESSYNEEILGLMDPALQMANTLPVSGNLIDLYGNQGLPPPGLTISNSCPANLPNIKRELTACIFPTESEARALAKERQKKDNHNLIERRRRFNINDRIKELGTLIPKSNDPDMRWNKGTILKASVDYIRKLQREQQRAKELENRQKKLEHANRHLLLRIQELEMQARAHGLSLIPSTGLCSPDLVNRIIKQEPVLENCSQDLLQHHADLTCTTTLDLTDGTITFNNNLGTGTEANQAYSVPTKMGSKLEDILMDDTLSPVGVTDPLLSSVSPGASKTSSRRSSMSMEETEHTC
GPR151 activ – activators of human GPR151, primary screen, cell-based, PathHunter beta-arrestin, luminescence; G-protein coupled receptor 151 (Homo sapiens), Q8TDV0; PathHunter beta-arrestin GPR151 cells; activation, % at 11.2 µM; 650,000 compounds, 1% hits; in the data active means activation above about 4.9%;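 further: 0% = median of compound wells and 100% = cells with positive control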
Target sequence (Q8TDV0 whole entry, looked up): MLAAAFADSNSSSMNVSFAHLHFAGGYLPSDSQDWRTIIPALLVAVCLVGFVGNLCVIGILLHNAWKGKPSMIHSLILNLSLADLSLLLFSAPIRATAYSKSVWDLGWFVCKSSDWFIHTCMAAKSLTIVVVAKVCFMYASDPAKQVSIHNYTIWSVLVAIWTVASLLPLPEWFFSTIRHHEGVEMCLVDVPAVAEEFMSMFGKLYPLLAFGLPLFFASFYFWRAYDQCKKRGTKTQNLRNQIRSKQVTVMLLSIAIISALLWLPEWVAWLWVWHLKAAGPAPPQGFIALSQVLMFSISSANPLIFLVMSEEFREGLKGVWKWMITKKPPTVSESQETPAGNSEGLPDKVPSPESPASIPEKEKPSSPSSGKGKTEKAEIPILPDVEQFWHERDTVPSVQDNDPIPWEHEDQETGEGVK
TEAD-YAP inh – TEAD-YAP interaction inhibition, primary screen, TEAD-YAP interaction inhibitor project, luminescence, HEK-TIYL cells. TEAD-Gal4/YAP UAS-luciferase luminescence. 640,000 compounds, 1.4% hits. inhibition, % at 9.12 µM; in the data active means inhibition above about 32%;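 further: 0% = median of test compound wells and 100% = reference inhibitor wells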
FBW7 activator – FBW7 E3 ligase activators, primary screen, biochemical, AlphaScreen, human; F-box/WD repeat-containing protein 7 (Homo sapiens), Q969H0; AlphaScreen FBW7–phospho-cyclin E peptide binding, activator screen; 650,000 compounds, 0.13% hits; normalized activity (activation), % at 26.1 µM; in the data active means normalized activity above about 1.9%;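 further: purified mutant Fbw7 with reduced substrate affinity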
* hit, by the source's call; & = joins results of further samples; ! = repeats disagree.

The first 4 records (preview)
SMILES	MITF inh	GPR151 activ	TEAD-YAP inh	FBW7 activator
S=c1[nH]nc(-c2cccnc2)n1/N=C/c1ccc(Br)s1	11	0.8	-4	0.2
O=C(CN(C(=O)c1csnn1)c1ccc(F)cc1)NCc1ccccc1	8	5.6*	-2	-0.2
O=C(NNC(=O)c1ccccc1C(=O)O)c1cccc([N+](=O)[O-])c1	3	-1.4	7	0.2
CC(=O)c1ccc2c3c(cccc13)C(=O)N(c1c(C)n[nH]c1C)C2=O	12	0.5	-11	0.9

The whole of this part, previewed entries included:
SMILES	MITF inh	GPR151 activ	TEAD-YAP inh	FBW7 activator
S=c1[nH]nc(-c2cccnc2)n1/N=C/c1ccc(Br)s1	11	0.8	-4	0.2
O=C(CN(C(=O)c1csnn1)c1ccc(F)cc1)NCc1ccccc1	8	5.6*	-2	-0.2
O=C(NNC(=O)c1ccccc1C(=O)O)c1cccc([N+](=O)[O-])c1	3	-1.4	7	0.2
CC(=O)c1ccc2c3c(cccc13)C(=O)N(c1c(C)n[nH]c1C)C2=O	12	0.5	-11	0.9
COC(CNC(=O)CNC(=S)N(CCCN1CCOCC1)Cc1cccs1)OC	-12	1.5	-2	0.1
O=C(O)c1ccccc1SCc1nc2ccccc2c(=O)[nH]1	-3	1.7	-24	0.0
COc1cc(C2Nc3ccccc3NC3=C2C(=O)CC(C)(C)C3)ccc1OCc1ccccc1 (stereo not given)	-2	1.9	-23	-0.9
COc1cccc2cc(-c3ccc4c(c3)OCO4)c(=O)oc12	-11	5.2*	-52	-0.3
CC(C)(CC(=O)NCCN1CCC(Cc2ccccc2)CC1)CC1=NS(=O)(=O)c2ccccc2N1	-7	-0.8	2	-0.1
COc1ccc(COC(=O)C2=C(C)NC3=C(C(=O)CCC3)C2c2cc(Br)ccc2OC)cc1 (stereo not given)	1	-0.4	7	-0.2
O=C(c1cccnc1)C1CCN(C(=O)Cc2n[nH]c(=O)c3ccccc23)CC1	9	-0.9	0	0.0
CC(=O)N1N=C(c2ccc(Br)cc2)CC1c1ccc([N+](=O)[O-])cc1 (stereo not given)	1	1.1	1	-0.1
COc1ccc(Cn2nnnc2C(c2ccccc2)N2CCN(C)CC2)cc1 (stereo not given)	2	0.2	5	-0.1
O=C(COc1ccccc1-c1ccccc1)N/N=C/c1ccccn1	12	1.0	51*	-0.1
CCn1c(SCC(=O)N2CCOCC2)nnc1-c1cccc(C)c1	6	1.0	-7	-0.1
CCCc1ccc(OCC(O)CN2CCN(c3ccccn3)CC2)cc1 (stereo not given)	9	0.3	7	-0.1
Cc1ccc(NC(=O)CCN2CC(C)OC(C)C2)cc1 (stereo not given)	14	-1.1	8	0.5
Cc1ccc(NC(=O)COC(=O)CSc2nc(C)cc(C)n2)cc1	7	1.1	19	0.3
COc1ccc2oc(=Nc3cccc(C(N)=O)c3)c(C(N)=O)cc2c1	17	3.2	-7	0.0
C[C@@H](Oc1ccc(Oc2cnc3ccc(Cl)cc3n2)cc1)C(=O)O	7	-2.8	2	0.0
S=C(Nc1nc2ccccc2[nH]1)Nc1nc2ccccc2[nH]1	2	0.0	-4	-0.1
COc1ccc(OC)c(S(=O)(=O)NCCc2sc(C)nc2C)c1	-6	0.3	2	0.0
O=C(Nc1ccc(N2CCCC2)c(Cl)c1)C(Cl)(Cl)Cl	-18	4.3	-10	-0.1
Cc1ccc(NC(=O)C(C)SC2=NCCS2)cc1 (stereo not given)	2	0.6	0	-0.1
Cc1ccc(S(=O)(=O)CNC(=O)C(C)(C)C)cc1	4	-2.1	2	0.2
Cc1cccc(OCc2nnc(-c3ccccc3)o2)c1C	7	-1.1	-4	-0.1
Oc1ccc(CCNc2cc(-c3cccs3)ncn2)cc1	59*	2.7	-18	-0.1
CN(Cc1nc2ccc(Cl)cc2[nH]1)C(=O)Cn1nnnc1CN1CCCCCC1	-10	-1.8	-3	0.1
CNC(=O)CCC(=O)N1CCOc2ccc(C)cc21	7	-0.6	4	0.0
CC(C)CCCN=Cc1c(O)n(-c2ccccc2)c(=O)[nH]c1=O	9	1.0	3	0.0
Brc1ccc(-n2cnnn2)c2ncccc12	1	-0.2	-6	0.1
COc1ccc(OCCCC(=O)Nc2nc3ccccc3s2)cc1	6	1.5	-5	0.0
O=S(=O)(Nc1cccnc1)c1ccc(Oc2ccccc2Cl)cc1	1	-1.0	7	0.1
Cc1cccc(-n2nc3c(c2NC(=O)c2ccccc2I)CS(=O)(=O)C3)c1C	9	1.2	8	0.5
Clc1ccc(N=C(c2ccccc2)C23CN4CN(CN(C4)C2)C3)cc1	1	0.5	6	0.0
O=C(O)C1C2C=CC(C2)C1C(=O)NCc1ccoc1 (stereo not given)	13	2.0	12	-0.1
CSc1cc(C)c2c(c1)COC1(CCN(C(=O)NCc3ccccc3)CC1)O2	-1	-0.7	-7	0.5
CCOC(=O)c1ccc(N2CCSC2=O)cc1	-5	-0.1	-22	0.1
COc1ccc(OC)c(-c2noc(N3CCN(c4ncccn4)CC3)n2)c1	6	-1.9	0	-0.1
CN(c1cccc(NC(=O)CSCc2c(Cl)cccc2Cl)c1)S(C)(=O)=O	-2	-0.4	-6	-0.2
COC(=O)c1ccccc1NC(=O)C(C)Br (stereo not given)	15	2.2	5	0.4
Cc1ccc2nc(-c3ccc(NC(=S)NC(=O)c4oc5ccccc5c4C)cc3)oc2c1	-14	0.9	-16	0.0
COc1cc(C=O)ccc1OCC(=O)Nc1ccccc1C(=O)c1ccccc1	15	5.8*	-1	-0.1
O=C(Cc1ccc(N2CCC(NCc3cnn(-c4ccccc4)n3)CC2)cc1)N1CCCC1	2	1.8	-2	0.1
CC(C)(C)OC(=O)COn1ccc2ccc(S(C)(=O)=O)cc21	13	0.7	3	0.1
COc1ccc(NC(=O)CC2SC(Nc3ccccc3)NC2=O)c(OC)c1 (stereo not given)	0	-0.2	2	-0.1
COc1cc2nc(NC3CCN(Cc4ccccc4)CC3)nc(NCCN(C(C)C)C(C)C)c2cc1OC	-19	-1.5	-2	-0.2
Cc1cccc(C)c1NC(=O)CCCSc1nnnn1-c1ccccc1	14	2.5	-3	0.1
O=C(NC1CCCCC1)C(c1ccncc1)N(C(=O)C(F)(F)F)c1ccccc1F (stereo not given)	8	4.0	12	0.4
Nc1c(C(=O)c2ccccc2)sc2sc(C(=O)c3ccccc3)c(N)c12	3	0.3	10	0.5
Remaining list, next part:
SMILES	MITF inh	GPR151 activ	TEAD-YAP inh	FBW7 activator
O=C(Nc1ccc(Cl)c(Cl)c1)C1CCN(c2ncccn2)CC1	19	-0.1	5	0.1
CCS(=O)(=O)N1CCN(c2ncnc3c(-c4ccc([N+](=O)[O-])cc4)nsc23)CC1	-4	0.9	-7	0.0
CC(C)c1ccc(N2C(=O)NC(=O)/C(=C/c3ccc([N+](=O)[O-])o3)C2=O)cc1	18	-2.1	4	0.0
COC(=O)c1ccc(NC(=O)COc2ccccc2Cl)cc1	14	-0.3	7	0.1
COc1ccc(NC(=O)c2ccco2)cc1NC(=O)COc1cccc(C)c1	5	2.0	-24	-0.1
CCN(CC)S(=O)(=O)c1ccc(OC)c(NS(=O)(=O)c2cccc([N+](=O)[O-])c2)c1	24	6.2*	0	0.1
COc1ccccc1NC(=O)COc1ccccc1C(N)=O	-5	-7.8	-33	-0.2
COc1ccc(C2Nc3ccccc3NC3=C2C(=O)CC(C)(C)C3)c(OC)c1OC (stereo not given)	-5	0.6	0	-0.1
CCCn1c(SCC(=O)Nc2cccc(C)c2C)nnc1-c1ccncc1	6	-0.3	-5	-0.1
CCCN1C(=O)/C(=C/c2ccc(O)c([N+](=O)[O-])c2)NC1=S	14	-0.9	-5	-0.1
O=C(CC(=O)NCc1ccco1)NCc1ccco1	-9	-1.2	4	-0.2
COc1cccc(/C=c2\sc3nnc(-c4ccccc4C)n3c2=O)c1OC	3	-0.7	-6	0.0
O=C(C1CC(=O)N(C2CCCC2)C1)N1CCC(Cc2ccccc2)CC1 (stereo not given)	-3	-1.3	0	0.0
COC(=O)/C=C\C(=O)Nc1cccc([N+](=O)[O-])c1	12	-0.5	3	0.1
Clc1ccc(-c2cn3c(n2)SCC3)cc1	13	-0.8	-56	-0.2
C=CCNC(=O)C1CC=CCC1C(=O)O (stereo not given)	16	1.4	-2	0.2
COc1ccc(/C=N/OCC(=O)Nc2ccc(OCc3ccccc3)cc2)cc1	-4	-0.1	-15	-0.2
Cc1nc(SCC(=O)NC2CCCCC2)c2c(C)c(C)sc2n1	3	4.5	-4	0.7
COC(=O)c1ccc(OCC(=O)c2ccc(F)cc2)cc1	-15	-0.6	-78	-0.1
O=C(Nc1ccc(NC(=O)c2ccco2)cc1)c1ccc(Br)cc1	8	-0.8	-1	0.2
O=c1c(-c2ccc(O)cc2)coc2cc(O)ccc12	19&9&19&28&-1	-1.8&-4.0&-0.2&0.6&-1.7	73*!	0.3&0.1&0.0&-0.2
O=C(O)c1ccccc1C(=O)N1CCN(c2ncccn2)CC1	-14	2.8	-4	-0.3
COc1ccc(NC(=O)c2oc3ccccc3c2C)cc1S(N)(=O)=O	-8	-0.9	1	0.2
COc1ccccc1N1CCN(C2CCCN(S(=O)(=O)N(C)C)C2)CC1 (stereo not given)	10	1.3	14	0.0
COc1cccc(CN2C[C@@H]3C[C@@H](c4cccc5cccnc45)N4CCC[C@@]34C2=O)c1	5	-1.5	5	0.1
CC(=O)N1CCC(Nc2ncc3cccc(-c4ccc(C)nc4)c3n2)CC1	33	-1.5	8	0.4
COc1ccc2c(c1)cc(C)c1nn(CC(=O)NC(C)C)c(=O)n12	10	0.9	-6	-0.1
CCCN(CCC)C(=O)CSc1nc2ccsc2c(=O)n1CCc1ccc(OC)c(OC)c1	15	1.3	7	0.0
O=C(Nc1cccc(Cl)c1)Nc1ccccc1Br	-8	-0.6	-22	0.0
C=CCc1cccc(/C=N/n2c(-c3cccnc3)n[nH]c2=S)c1O	-9	-1.1	6	-0.1

Quoted from the listing for reference:
SMILES	MITF inh	GPR151 activ	TEAD-YAP inh	FBW7 activator
S=c1[nH]nc(-c2cccnc2)n1/N=C/c1ccc(Br)s1	11	0.8	-4	0.2
O=C(CN(C(=O)c1csnn1)c1ccc(F)cc1)NCc1ccccc1	8	5.6*	-2	-0.2
O=C(NNC(=O)c1ccccc1C(=O)O)c1cccc([N+](=O)[O-])c1	3	-1.4	7	0.2
CC(=O)c1ccc2c3c(cccc13)C(=O)N(c1c(C)n[nH]c1C)C2=O	12	0.5	-11	0.9
COC(CNC(=O)CNC(=S)N(CCCN1CCOCC1)Cc1cccs1)OC	-12	1.5	-2	0.1
O=C(O)c1ccccc1SCc1nc2ccccc2c(=O)[nH]1	-3	1.7	-24	0.0
COc1cc(C2Nc3ccccc3NC3=C2C(=O)CC(C)(C)C3)ccc1OCc1ccccc1 (stereo not given)	-2	1.9	-23	-0.9

Additional structures:
SMILES	MITF inh	GPR151 activ	TEAD-YAP inh	FBW7 activator
CC(C)(O)C(=O)NNC(=O)Nc1ccc([N+](=O)[O-])cc1	15	-0.9	15	0.1
Cc1ccccc1OCC(=O)Nc1ccc(S(=O)(=O)N2CCc3ccccc32)cc1	-7	2.5	9	0.0
COc1c2occc2c(OC)c2c(=O)cc(C(F)(F)F)oc12	-2	-0.3	1	-0.2
O=C(CN1C(=O)COc2ccc(Cl)cc21)NC1CCCCCC1	8	-0.4	-4	0.1
COc1ccc(N2CCN(C(C)CC(=O)O)CC2)cc1 (stereo not given)	72*	-0.4	-7	-0.2
COc1ccc(CCN2C(=O)c3cccc4cccc(c34)C2=O)cc1OC	-13	-1.2	-3	0.0
CCCCOc1ccc(O)c(C(C)=O)c1	-3	0.1	0	0.0
Cc1ccc(C)c(C(=O)N(C)Cc2ccccc2)c1	-5	0.7	0	-0.1
C/C(=N\NC(=S)NCc1ccccc1)c1ccc2c(c1)OCO2	9	-1.1	-2	-0.1
COc1cc(NC(=O)c2ccc(Br)o2)ccc1NC(=O)C(C)C	10	0.4	-13	1.0
CCN(CCn1cccn1)C(=O)CC1C(=O)NCCN1Cc1cccc(OC)c1OC (stereo not given)	5	0.4	10	0.3
COC(=O)C1CN(C(=O)Nc2ccc(Cl)c(Cl)c2)CCS1 (stereo not given)	10	2.1	-12	0.1
Cc1ccccc1NC(=O)NC1(C(=O)NCCCN2CCOCC2)CCCCC1	3	2.3	-4	0.0
CCOC(=O)c1cnc(SCSc2nc3ccccc3s2)nc1N	5	-1.1	-17	-0.1
O=C(NC1CCCCCC1)c1cc(=O)[nH]c2ccc(S(=O)(=O)N3CCOCC3)cc12	14	0.4	-6	-0.1
CCc1ccccc1NC(=S)NC(=O)c1ccccc1	-15	-1.8	-5	-0.2
Cc1ccnc(N2CCC(C(=O)NCC(C)C)CC2)n1	-19	1.7	3	-0.1
COc1ccc(-c2oc3ccccc3c(=O)c2OC)cc1OC	-16	-0.3	-9	0.0
C/C(=N/NC(=O)c1ccccc1)c1cccs1	4	0.5	-52	-0.1
COc1ccc(C(=O)Nc2ccc3oc(-c4cccc5ccccc45)nc3c2)cc1[N+](=O)[O-]	2	1.8	10	-0.1
CCCN(C(=O)C1CCC1)c1nnc(-c2ccc(OCC)cc2)s1	12	0.6	-2	0.3
CCC(=O)Nc1ccc(NC(=O)CSc2nc3c(c(=O)n(C)c(=O)n3C)n2C)cc1	15	15*	14	0.4

Screening results from PubChem BioAssay.
